# Bioassay records from PubChem BioAssay.
# TexasRed fluor = counter-screen for TRb-SRC2 inhibitors: fluorescence interference; Potency, µM (series often up to 106 µM), inactives show at the top dose fluorescence change, negative = quenching; hit rate 0.29% among 280,000; TRb/SRC2 Texas Red total fluorescence interference; active = well fitted curve in either direction with a large enough effect; inconclusive = small, poorly fitted or top-dose-only effect; also: % is scaled to controls: 0 for no effect and ±100 for the full control effect
#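 Flags fluorescent or light-absorbing compounds by total fluorescence, S + 2P, at 555 nm excitation and 632 nm emission. Mixture: 20 nM Texas Red SRC2 peptide, 0.6 uM human TRb LBD, 1 uM T3, 5% DMSO; compound exposure 5 h at ambient temperature.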
# KDM4E inh = blocks human JMJD2E demethylase activity | B2RXH2 | JMJD2E catalytic domain, FDH-coupled NADH fluorescence (FDH is formaldehyde dehydrogenase) | Potency, µM (top dose mostly 57.1 µM), for inactives: top-dose activity change, negative = inhibition, usual class: inhibitors | hit rate 1.6% among 230,000; active = well fitted inhibition curve with a large enough effect, not every such curve was filed as active; inconclusive = small, poorly fitted or top-dose-only effect, or another doubt; inactive = no such curve, though single readings can be large or run the other way;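 also: 0% = wells with enzyme and -100% = buffer wells without enzyme; nearly all actives have a fitted effect of over 50% in size; many of its hits are not listed in these tables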
# LMNA splice mod = LMNA splicing modulation | HeLa LMNA splicing GFP/RFP minigene ratio, 48 h | Potency, µM (titrated, usually from 46.1 µM), without a hit: top-dose ratio change, negative = inhibition, most hits filed as inhibitors | hit rate 0.01% among 200,000; active = well fitted inhibition curve with a large enough effect in the signal ratio, with a control signal flat, not every such curve was filed as active; inconclusive = small, poorly fitted or top-dose-only effect, or effect the other way, or a change in a side signal; the % refers to the signal ratio; also: % is scaled to controls: 0 for no effect and ±100 for the full control effect
#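 S3 HeLa stable clones carrying a lamin A-EGFP splicing minigene plus DsRed2 were seeded at 600 cells/well in Opti-MEM with 2% FBS, pin-dosed and incubated 48 h at 37°C. Acumen cytometry (488 nm) gave the GFP/RFP total-intensity ratio.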
# RECQ1 helicase = blocks DNA unwinding by human RECQ1. RECQ1 DNA unwinding, red fluorescence kinetic read. P46063. hit rate 0.54% among 240,000. Potency, µM (top dose mostly 57.3 µM), for inactives: at the top dose activity, negative = inhibition, actives largely listed as inhibitors. AID 2549;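 also: plate controls were vehicle for no effect and no enzyme for full effect; nearly all actives have a fitted effect of over 30% in size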
#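 50 nM RECQ1T1 preincubated 15 min with compound in Tris pH 8.0 buffer with MgCl2, DTT, Tween-20 and 2.5 ug/ml poly(dI-dC); started with 200 nM TAMRA/BHQ-2 forked duplex and 2 mM ATP. Unwinding read as fluorescence (525/598 nm), two reads 2 h apart.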
# ALDH1A1 block = inhibitors of human aldehyde dehydrogenase 1A1 | Potency, µM (highest dose often 75.3 µM), inactives show at the top dose activity, negative = inhibition, hits mostly inhibitors | hit rate 7.3% among 220,000 | Purified ALDH1A1, NADH fluorescence, propionaldehyde substrate | P00352 | AID 1030; active = well fitted inhibition curve with a large enough effect, not every such curve was filed as active; inconclusive = small, poorly fitted or top-dose-only effect, or another doubt; inactive = no such curve, though single readings can be large or run the other way;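 also: plate controls were no enzyme wells and a reference inhibitor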
# Target sequence (P00352 whole entry, looked up): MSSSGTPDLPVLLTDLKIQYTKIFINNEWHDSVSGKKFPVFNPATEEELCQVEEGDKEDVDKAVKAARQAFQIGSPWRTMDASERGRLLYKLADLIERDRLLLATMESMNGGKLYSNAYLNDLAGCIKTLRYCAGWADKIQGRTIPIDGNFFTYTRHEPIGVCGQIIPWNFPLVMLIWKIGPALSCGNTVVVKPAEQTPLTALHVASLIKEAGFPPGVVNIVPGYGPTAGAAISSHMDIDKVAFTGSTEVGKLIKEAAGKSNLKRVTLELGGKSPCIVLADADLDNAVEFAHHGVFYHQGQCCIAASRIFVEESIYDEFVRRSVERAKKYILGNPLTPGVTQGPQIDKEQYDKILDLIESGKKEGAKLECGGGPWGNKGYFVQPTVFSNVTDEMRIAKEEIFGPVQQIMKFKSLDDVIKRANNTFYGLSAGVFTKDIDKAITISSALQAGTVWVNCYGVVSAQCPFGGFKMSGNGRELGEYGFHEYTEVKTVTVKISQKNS
# TRb-SRC2 inh = TRbeta-SRC2 interaction inhibition; P10828; TRbeta-SRC2 peptide binding, fluorescence polarization; receptor liganded with 1 µM T3; Potency, µM (doses to about 106 µM), inactives show top-dose activity change, negative = inhibition, hits mostly inhibitors; hit rate 0.065% among 280,000;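 also: plate controls were bound peptide for no effect and peptide without receptor for full effect; nearly all actives have a fitted effect of over 50% in size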
#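 Binding of a 20-amino-acid Texas Red SRC2 peptide (20 nM) to TRb ligand-binding domain (0.6 uM) with agonist T3 at 1 uM was followed by fluorescence polarization after a 5 hr room-temperature incubation.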
# RGS12 GoLoco inh = inhibitors of human Gai1-RGS12 GoLoco interaction (red fluorophore); P63096; Gai1:RGS12 GoLoco peptide FP, rhodamine, 10 min; Potency, µM (top dose mostly 61.6 µM), for inactives: at the highest dose activity, negative = inhibition, usual class: inhibitors; hit rate 0.44% among 230,000; AID 880; active = well fitted inhibition curve with a large enough effect, not every such curve was filed as active; inactive = no such curve, though single readings can be large or run the other way; also: % is scaled to controls: 0 for no effect and ±100 for the full control effect; nearly all actives have a fitted effect of over 30% in size; many of its hits are not listed in these tables
# Target sequence (P63096 whole entry, looked up): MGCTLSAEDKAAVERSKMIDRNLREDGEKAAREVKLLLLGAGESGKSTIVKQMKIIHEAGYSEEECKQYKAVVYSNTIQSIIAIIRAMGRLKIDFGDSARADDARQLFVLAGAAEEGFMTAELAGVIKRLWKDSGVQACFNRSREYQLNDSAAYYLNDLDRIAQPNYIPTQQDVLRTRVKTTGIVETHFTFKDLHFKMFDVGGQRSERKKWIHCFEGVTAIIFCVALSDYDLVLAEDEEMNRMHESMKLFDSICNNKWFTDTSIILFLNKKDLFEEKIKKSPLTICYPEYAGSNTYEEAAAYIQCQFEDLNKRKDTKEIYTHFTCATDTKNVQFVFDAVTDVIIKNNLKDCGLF
# SMN2 splice enh = increases expression of the SMN2 splice variant; HEK293 SMN2-luciferase splicing reporter, luminescence, 30-36 h; Potency, µM (highest dose often 46.1 µM), without a hit: at the top dose activity change, positive = activation, actives largely listed as activators; hit rate 2.8% among 210,000; also: % of control where 0% means no effect; nearly all actives have a fitted effect of over 55% in size
#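 qHTS luciferase splicing reporter: luminescence rises when SMN2 exon 7 is included in transfected HEK293 cells. Compound exposure lasted 30-36 h at 37C, with 4.5 mM final sodium butyrate as control, followed by a ONE-Glo read.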
# * hit, by the source's call; i = inactive; ? = inconclusive; nt = not tested or not shown; [ ] = dose if it differs, or a comment. Unless noted, calls follow the shape of the dose curve; as a rule, active = well fitted curve in the direction sought with a large enough effect; inconclusive = small, poorly fitted or top-dose-only effect, or another doubt; inactive = no such curve, though single readings can be large; an effect the other way counts as inactive or inconclusive. Potency is read from the fitted curve at half-maximal effect.
SMILES,TexasRed fluor,KDM4E inh,LMNA splice mod,RECQ1 helicase,ALDH1A1 block,TRb-SRC2 inh,RGS12 GoLoco inh,SMN2 splice enh
Cc1ccc(C2=Nc3c(ccc4ccccc34)C(c3ccncc3)=NN2)cc1,-1%[53 µM],2%,-17%[46 µM],-26%,0%,13%[53 µM],7%,nt
CCC(=O)NC(Nc1nc2ccc(C)cc2s1)(C(=O)OC)C(F)(F)F (configuration not stated),-3%,4%,-3%,i,10%,-18%,51%[activator],-9%
NNC(=S)Nc1ccc(C(F)(F)F)cc1Cl,-2%,-2%,nt,-3%,?,-3%,1%,nt
O=c1cc(N2CCc3ccccc3C2)[nH]c(=O)n1C1CCCCC1,0%,7%,12%,8%,?,6%,5%,?
O=C(NC1CCCCC1)C1CCN(S(=O)(=O)N2CCCCCC2)CC1,-8%,0%,9%,-6%,?,-6%,-1%,-10%
Cc1cc(C)n(C(=O)CCC2COc3ccccc3O2)n1 (configuration not stated),-1%,3%,11%,-17%,-2%,-2%,-8%,12%
Cc1cc(Cc2cc(C)c(N)cc2C)c(C)cc1N,-1%,6%,nt,i,22µM*,-13%,-10%,-3%
CC(=O)OCC1OC(n2ccc3ccccc32)C(OC(C)=O)C(OC(C)=O)C1OC(C)=O (configuration not stated),-3%,1%,-7%,-3%,-2%,-1%,-3%,29%
c1ccc(Nc2ccc3c4c(cccc24)CC3)cc1,-1%,-5%,-13%,-1%,?,13%,103%[activator],-54%[inhibitor]
O=C(CC1S/C(=N/N=C/c2cccnc2)NC1=O)Nc1ccccc1 (configuration not stated),-1%,4%,nt,i,17%,5%,20%,-3%
CC(=O)N[C@@H](Cc1c[nH]c2ccccc12)C(=O)OCC(=O)Nc1ccc(S(=O)(=O)N(C)C)cc1,-1%,0%,nt,11%,4µM*,2%,6%,6%
COc1cc(/C=N/NC(=O)C2COc3ccccc3O2)ccc1O (configuration not stated),-7%,-8%,nt,-6%,nt,-4%,2%,nt

# Five records picked at random from those above, as already listed:
SMILES,TexasRed fluor,KDM4E inh,LMNA splice mod,RECQ1 helicase,ALDH1A1 block,TRb-SRC2 inh,RGS12 GoLoco inh,SMN2 splice enh
O=c1cc(N2CCc3ccccc3C2)[nH]c(=O)n1C1CCCCC1,0%,7%,12%,8%,?,6%,5%,?
c1ccc(Nc2ccc3c4c(cccc24)CC3)cc1,-1%,-5%,-13%,-1%,?,13%,103%[activator],-54%[inhibitor]
O=C(NC1CCCCC1)C1CCN(S(=O)(=O)N2CCCCCC2)CC1,-8%,0%,9%,-6%,?,-6%,-1%,-10%
Cc1ccc(C2=Nc3c(ccc4ccccc34)C(c3ccncc3)=NN2)cc1,-1%[53 µM],2%,-17%[46 µM],-26%,0%,13%[53 µM],7%,nt
Cc1cc(C)n(C(=O)CCC2COc3ccccc3O2)n1 (configuration not stated),-1%,3%,11%,-17%,-2%,-2%,-8%,12%

# Of the compounds above, these contain sulfur.
SMILES,TexasRed fluor,KDM4E inh,LMNA splice mod,RECQ1 helicase,ALDH1A1 block,TRb-SRC2 inh,RGS12 GoLoco inh,SMN2 splice enh
CCC(=O)NC(Nc1nc2ccc(C)cc2s1)(C(=O)OC)C(F)(F)F (configuration not stated),-3%,4%,-3%,i,10%,-18%,51%[activator],-9%
NNC(=S)Nc1ccc(C(F)(F)F)cc1Cl,-2%,-2%,nt,-3%,?,-3%,1%,nt
O=C(NC1CCCCC1)C1CCN(S(=O)(=O)N2CCCCCC2)CC1,-8%,0%,9%,-6%,?,-6%,-1%,-10%
O=C(CC1S/C(=N/N=C/c2cccnc2)NC1=O)Nc1ccccc1 (configuration not stated),-1%,4%,nt,i,17%,5%,20%,-3%
CC(=O)N[C@@H](Cc1c[nH]c2ccccc12)C(=O)OCC(=O)Nc1ccc(S(=O)(=O)N(C)C)cc1,-1%,0%,nt,11%,4µM*,2%,6%,6%

# (further entries)
SMILES,TexasRed fluor,KDM4E inh,LMNA splice mod,RECQ1 helicase,ALDH1A1 block,TRb-SRC2 inh,RGS12 GoLoco inh,SMN2 splice enh
Cc1cc(C(=O)Nc2cnn(Cc3ccc(Cl)cc3Cl)c2)no1,-1%,?,0%,i,2%,-1%,2%,-18%
COc1ccc(C2CC(c3ccccc3)=NN2C(=O)COC(=O)c2cccc(S(=O)(=O)N(C)C)c2)cc1 (configuration not stated),-11%,?,?,-6%,1%,4%,-7%,6%
CCOc1cc(N2CCOCC2)c(OCC)cc1NC(=O)c1ccc(OC)cc1,-2%,5%,-8%[46 µM],-10%,?,-4%,-4%,-28%
COC(=O)c1ccc(OCC(=O)c2ccc(O)cc2O)cc1,0%,3%,?,-5%,2%,0%,4%,-7%
CCN(CC)C(=O)c1sc(NC(=O)c2ccncc2)c(C(=O)OC)c1C,-5%,-8%,2%,-10%,14µM*,-7%,-6%,-11%
Cc1ccc(S(=O)(=O)N2CCCC2C(=O)Nc2nc3ccccc3s2)cc1 (configuration not stated),-2%,-4%,?,-11%,-7%,2%,-3%,-31%[inhibitor]
CCOC(=O)N1CCN(C(=O)c2ccc3c(SCC(=O)O)c4c(nc3c2)CCC4)CC1,4%,-5%,6%,-1%,0%,-3%,-7%,1%
O=C(CSc1ccc(-c2ccc(F)cc2)nn1)N1CCN(c2ccccc2)CC1,-1%,-1%,-10%,3%,1%,3%,5%,-7%
CC(C)C(NC(=O)c1ccccc1NC(=O)c1ccco1)C(=O)O (configuration not stated),-1%,-2%,-4%,i,1%,-10%,9%,8%
O=C(NC1CCCCC1)C(=O)c1c(-c2ccccc2)[nH]c2ccccc12,-1%,-1%,-3%,-1%,-2%,0%,0%,-5%
COc1cccc(NC(=O)CCP(C)(=O)O)c1,-7%,-3%,7%,-2%,0%,-12%,2%,-7%
CC(=O)NCCc1nc2ccccc2n1CCOc1cccc(C)c1,-1%,0%,nt,-10%,nt,-2%,-1%,nt
O=C1C2CC=CCC2C(=O)N1c1n[nH]c(CCc2ccccc2)n1 (configuration not stated),-1%,4%,7%,-4%,-12%,0%,2%,?
O=S(=O)(c1ccccc1)n1ccc(-c2cnc(-c3ccccc3)s2)n1,0%,?,1%,i,?,-4%,6%,46%
CC(=O)OCC1OC(n2c(Br)nc3c(=O)[nH]c(N)nc32)C(OC(C)=O)C1OC(C)=O (configuration not stated),3%,11%,-8%,-1%,16%,1%,10%,-2%
Cc1cc(=O)n2nc(N3CCC(C(=O)NCCc4ccccc4)CC3)sc2n1,1%,0%,11%,0%,-9%,1%,1%,-12%
CCN(Cc1ccccc1)C(=O)Cn1cnc2c1c(=O)n(C)c(=O)n2C,-2%,2%,5%,-1%,?,-6%,-3%,7%
O=C(O)c1nc2ccccc2nc1C(=O)O,1%,-19%,2%,-5%,?,11%,-11%,?
CCCCOc1cccc(C(=O)NC(=S)Nc2cccnc2)c1,-1%[53 µM],-6%,-9%,-4%,25µM*,-1%[53 µM],4%,-7%
OC(CN1C2=NCCCN2c2ccccc21)c1ccc(Br)cc1 (configuration not stated),0%,5%,-16%,-4%,9%,1%,-1%,-13%
CCOC(=O)c1sc(=NC(=O)CCS(=O)(=O)c2ccccc2)n(C)c1C,0%,-4%,-2%[1.84 µM],-11%,0%,1%,31%[activator],11%
Cc1ccc(/C=C2\SC(=S)N(CCC(=O)NNC(=O)c3ccncc3)C2=O)cc1,-7%,0%,nt,i,nt,-8%,13%,nt
COc1cc(Nc2nnc(C)s2)c(Cl)cc1Cl,2%,1%,4%,i,-7%,-14%,3%,-20%
CC1(C)C(c2ccccc2)=NC(c2ccc(F)cc2)N1O (configuration not stated),0%,8%,2%,i,13%,-4%,14%,-6%
CSc1ncccc1C(=O)OCc1ccc([N+](=O)[O-])cc1,0%,3%,34%[46 µM],2%,1%,-1%,4%,-9%
O=C(Nc1ccc(N2CCN(C(=O)c3ccco3)CC2)c(Cl)c1)c1cccnc1,-1%,0%,4%[46 µM],-13%,-2%,2%,11%,-9%
O=C(Nc1cccc(Br)c1)c1ccn[nH]1,1%,-5%,?,-8%,8%,4%,-4%,14%
COc1cccc(C(c2nnnn2CS(=O)(=O)c2ccc(C)cc2)N2CCN(C)CC2)c1OC (configuration not stated),-3%,4%,11%,-9%,4%,-2%,nt,nt
Clc1cccc(-c2nnc(-c3ccccc3)o2)c1,2%,-1%,-11%,-3%,-4%,7%,0%,13µM*
Cc1nc2c(=O)[nH]c(=S)n(C)c2nc1C,-2%,3%,-5%,4%,7.1µM*,-1%,-10%,0%
Cn1c(NCCN2CCOCC2)nc2c1c(=O)n(Cc1cccc(Cl)c1)c(=O)n2C,-2%,1%,-18%,0%,4%,9%,2%,?
C/C(=N\Nc1cc(C)nc(NCc2ccccc2)n1)c1ccc([N+](=O)[O-])cc1,-2%,-3%,nt,i,nt,8%,6%,nt
CCOC(=O)C1(Cc2cccc(Cl)c2)CCCN(C2CCN(C(C)=O)CC2)C1 (configuration not stated),1%,-3%,?,4%,-4%,1%,42%,nt
CC1(C)CC(=O)C(C2NCCc3ccccc32)=C(O)C1 (configuration not stated),-1%,-4%,1%,-5%,-6%,2%,6%,-88%[inhibitor]
O=C(CCn1c(=O)[nH]c2ccccc2c1=O)NCCCN1CCN(c2cccc(Cl)c2)CC1,1%,-1%,3%,17%,1%,5%,22%,-16%
FC(F)c1nc2ccccc2[nH]1,-6%,-29%,16%[46 µM],-8%,?,1%,-8%,nt

# An excerpt; the hit share may differ from the screen's.
